Assay outcomes: PubChem, several laboratories
RmlCD inh 1536: blocks M. tuberculosis RmlC and RmlD coupled enzymes; P9WH09+P9WH11; RmlC+RmlD coupled enzyme assay, percent inhibition; primary screen in compound mixtures; inhibition, % at 3.6 µM; 160,000 tested, 0.03% active; in the data active = inhibition mostly above about 34%, no sharp cut-off; inconclusive = no clear call, values can overlap the other calls; inactive = mostly below about 22%; also: some results filed as inactive read as strong as hits
Target sequence (P9WH09 whole entry, looked up): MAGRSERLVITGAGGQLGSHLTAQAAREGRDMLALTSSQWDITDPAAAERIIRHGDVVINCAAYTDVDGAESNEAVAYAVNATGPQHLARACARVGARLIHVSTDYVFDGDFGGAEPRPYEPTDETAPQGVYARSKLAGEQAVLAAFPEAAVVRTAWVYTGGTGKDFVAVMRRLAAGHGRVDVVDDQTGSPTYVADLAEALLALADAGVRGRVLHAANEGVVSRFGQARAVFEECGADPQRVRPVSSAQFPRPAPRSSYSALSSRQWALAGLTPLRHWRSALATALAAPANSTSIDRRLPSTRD
Target sequence (P9WH11 whole entry, looked up): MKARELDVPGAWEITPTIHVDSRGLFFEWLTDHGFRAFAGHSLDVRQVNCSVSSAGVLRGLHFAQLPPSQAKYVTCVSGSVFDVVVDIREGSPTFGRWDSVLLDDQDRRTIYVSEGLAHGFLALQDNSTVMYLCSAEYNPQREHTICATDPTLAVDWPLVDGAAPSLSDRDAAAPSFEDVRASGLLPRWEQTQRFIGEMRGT
M. tuberculosis GlmU: inhibition of mycobacterial GlmU enzyme – biochemical, glucosamine-1-phosphate acetyltransferase (AID 1376); M. tuberculosis GlmU acetyltransferase enzyme assay; higher % means a stronger effect; inhibition, %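 (tested at 30 µM in the primary screen)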; hits with a dose series show IC50 in µM; 220,000 tested, 0.25% active; in the data active = inhibition above about 13%; inconclusive = no clear call, values can overlap the other calls;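 also: 0% = complete reaction with vehicle and 100% = reaction without substrate; strong numbers were not always called active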
* = called active by the depositor; u = inconclusive; x = no result given.

SMILES | RmlCD inh 1536 | M. tuberculosis GlmU
C/C(CC(=O)NC(C)c1ccccc1)=N\NC(N)=S (configuration not stated) | -8 | 5.8%
Cc1ccc(-c2cc(C(=O)NCc3ccco3)c3ccccc3n2)s1 | 23 | 1.3%
CC(=O)c1sc2nc(-c3ccco3)ccc2c1N | -6 | 2.0%
COc1ccc(C(=O)NC(=S)NCc2ccccc2)cc1OC | -8 | 1.7%
Cc1ccc(-n2c(SCC(=O)Nc3ccc4c(c3)OCCO4)nnc2-c2ccco2)cc1 | -6 | 1.4%
Cc1cccnc1NC(=S)Nc1ccc(Cl)c(Cl)c1 | -10 | -5.4%
COCCn1c(SC2CCCCC2=O)nnc1-c1ccncc1 (configuration not stated) | 9 | 0.2%
O=C(NNC(=O)c1ccc(Br)o1)c1ccc(NC(=O)c2ccccc2)cc1 | -2 | -3.4%
O=C(O)CC1(CC(=O)Nc2ccc3ccccc3c2)CCCCC1 | x | 5.3%
CC1=CCn2c(=O)c3ccccc3c(=O)n2C1 | 0 | 1.6%
CCN(CC)CCNC(=O)C1c2cc(OC)c(OC)cc2C(=O)N(C)C1c1cccs1 (configuration not stated) | 1 | 7.5%
O=C(NC(=S)Nc1ccccc1)c1csnn1 | 8 | -1.0%
O=C(c1ccc2c3n(nc2c1)-c1ccc(Cl)cc1CO3)N1CCOCC1 | x | 1.8%
COc1cccc(/C=N/NC(=O)c2ccccc2NC(=O)c2ccco2)c1OC | -5 | -3.5%
COc1ccc(NC(=O)Cc2c(F)cccc2Cl)cc1 | -16 | -2.9%
N#C/C(C(N)=O)=C1/CCc2ccccc2N1 | x | -3.9%
CC(=O)c1sc(NC(=O)c2ccc(C(C)(C)C)cc2)nc1C | -2 | 0.3%
CC1(C)Cc2ccccc2C(Nn2cnnc2)=N1 | x | -0.9%
Cc1ccc(/C=C(\C#N)c2nc3ccccc3[nH]2)s1 | x | -6.0%
COc1ccc(-c2noc(CN(C)S(=O)(=O)c3ccccc3)n2)cc1OC | x | 1.2%
O=C(Nc1nc2n(n1)C(c1ccc(Cl)cc1)CC(c1ccc(Cl)cc1)N2)c1ccco1 (configuration not stated) | x | -2.4%
COc1ccccc1-c1ccc(=O)n(CC(=O)Nc2ccc(C(=O)N3CCCC3)cc2)n1 | x | 3.2%
COc1cccc(CNS(=O)(=O)c2cccc(S(=O)(=O)N3CCOCC3)c2)c1 | 10 | -0.9%
Cc1cc(=O)[nH]c(SCC(=O)Nc2cc(S(=O)(=O)N(C)C)ccc2Cl)n1 | -3 | -5.3%
Cc1ccc(-c2nnc(NCc3nc4ccccc4[nH]3)c3ccccc23)cc1S(=O)(=O)N1CCOCC1 | 11 | -4.4%

Quoted from the listing.
Entry of Cc1cccnc1NC(=S)Nc1ccc(Cl)c(Cl)c1 in RmlCD inh 1536: -10
Entry of Cc1ccc(-c2nnc(NCc3nc4ccccc4[nH]3)c3ccccc23)cc1S(=O)(=O)N1CCOCC1 in RmlCD inh 1536: 11

Compounds from the list above that have an NH in an aromatic ring, in the order listed:
SMILES | RmlCD inh 1536 | M. tuberculosis GlmU
Cc1ccc(/C=C(\C#N)c2nc3ccccc3[nH]2)s1 | x | -6.0%
Cc1cc(=O)[nH]c(SCC(=O)Nc2cc(S(=O)(=O)N(C)C)ccc2Cl)n1 | -3 | -5.3%
Cc1ccc(-c2nnc(NCc3nc4ccccc4[nH]3)c3ccccc23)cc1S(=O)(=O)N1CCOCC1 | 11 | -4.4%

More results
SMILES | RmlCD inh 1536 | M. tuberculosis GlmU
COC(=O)c1ccc(NC(=O)Cn2nc(-c3ccncc3)nc2SCC(=O)Nc2nccs2)cc1 | 19 | -3.6%
Fc1ccc(CNc2nc(-c3ccco3)cc(C(F)(F)F)n2)cc1 | u | 3.3%
COc1ccc(OC)c([C@@H](O)[C@H](C)NC(C)(C)C)c1 | x | 1.2%
C=CCNC(=O)c1ccc2c(c1)S(=O)(=O)c1ccccc1C2=O | x | -3.1%
CC(=O)c1ccc2noc(-c3ccccc3)c2c1 | -2 | 0.8%
Cc1ccc(F)c(NC=C2C(=O)OC(C)(C)OC2=O)c1 | x | 4.4%
COc1cc(/C=C2/C(=O)N=C(N)N2C)cc(OC)c1OC | -6 | -6.7%
Cc1ccnc(N2C(=O)CSC2c2ccc(Cl)cc2)c1 (configuration not stated) | -5 | -2.3%
CCc1ccccc1NC(=O)N[C@H](C(=O)O)C(C)CC (some centres not stated) | -6 | -0.1%
O=C(/C=C/c1ccc(S(=O)(=O)N2CCOCC2)cc1)NC(=S)NCCCn1ccnc1 | x | -0.8%
CCOC(=O)c1cc(-c2ccc(F)cc2)n(CC(=O)Nc2nccs2)c1C | x | -5.8%
CC(=O)c1ccc(NC(=O)c2c(C)nn(-c3ccccc3)c2Cl)cc1 | x | 5.0%
O=C(N/N=C/c1ccc[nH]1)c1ccc([N+](=O)[O-])cc1 | x | 0.9%
CC(C)C(=O)Nc1ccc(N2CCN(c3ccc(F)cc3)CC2)cc1 | -14 | -8.7%
NC1=NC(=O)/C(=C/c2ccccc2OS(=O)(=O)c2ccccc2)S1 | 6 | -5.8%
CCOn1c(=O)c(-c2ccc(OC)c(OC)c2)[n+]([O-])c2ccccc21 | -8 | 2.5%
O=C(C(=O)N1CCc2ccccc2C1)N1CCc2ccccc2C1 | -2 | -1.5%
Cc1cc(N2CCC(C)CC2)nc2cccc(O)c12 | 6 | 2.5%
COc1ccc(CCNC(=O)CSc2nc(O)c(CC(C)C)c(=O)[nH]2)cc1OC | 8 | 0.4%
COc1cc(SC)ccc1C(=O)NCCOc1ccc(F)cc1 | -1 | 1.8%
COc1ccc(NC(=O)CSC2=NCCN2)cc1 | x | -6.2%
Cc1ccccc1NC(=O)CSc1nc2n(n1)CCCCC2 | -4 | 3.3%
Cc1csc(SCC(=O)NC(=O)NC(C)C)n1 | 8 | -7.5%
CCn1cc2c(c1-c1cccc(C)c1)c(=O)n(C)c(=O)n2C | -6 | 6.9%
C/C=C/C(=O)NCCc1ccc(OC)c(OC)c1 | -10 | 1.9%
Going on with the list.
SMILES | RmlCD inh 1536 | M. tuberculosis GlmU
CNCCCCOc1ccc(C(C)(C)C)cc1Cl | 16 | -7.0%
CC(C)(CO)NC(=S)NCc1ccco1 | -1 | -2.0%
COc1cccc(-n2c(SCC(=O)Nc3ccc4c(c3)CCC4)nc3ccccc3c2=O)c1 | 2 | -2.8%
COC(CNC(=O)c1ccc2c(c1)ncn2-c1cccc(F)c1)OC | -15 | -2.0%
COc1ccc(C(=O)NC2CCN(C(=S)Nc3ccccc3)CC2)cc1 | 8 | 0.8%
O=c1[nH]c(/C=C\c2cccs2)nc(O)c1[N+](=O)[O-] | x | 2.4%
CCCCn1c(/N=C/c2cc(OC)ccc2O)nc2ccccc21 | 5 | -8.7%
N#C/C(=C\C1=C(N2CCOCC2)C(=C\c2ccc(Cl)cc2)/CC1)C(=O)Nc1ccccc1F | x | -1.5%
c1ccc(Oc2ccc(-c3ccnc4ncnn34)cc2)cc1 | 12 | -3.3%
COc1ccc(CC(=O)Nc2ccc3nc(C)sc3c2)cc1OC | -5 | -1.2%
CCOC(=O)c1c(CN2CCCCC2)oc2ccc(O)cc12 | x | -4.2%
Cc1nc(-c2nc(-c3c(C(=O)NNC(=O)c4ccc(Cl)cc4)noc3C)cs2)cs1 | 11 | 1.6%
NC(=O)NC(Cc1ccccc1)c1ccccc1 (configuration not stated) | 8 | 2.8%
CC(=O)N(C)c1ccc(OCC(O)Cn2c3ccc(Cl)cc3c3cc(Cl)ccc32)cc1 (configuration not stated) | -2 | -0.7%
COc1ccc(OC)c(NC(=O)c2nnn(Cc3ccccc3C)c2N)c1 | 7 | 0.8%
CCN1CCN(S(=O)(=O)c2ccc(Cl)nc2)CC1 | 17 | 2.6%
CCN1C(=O)N(C(C)=O)C2C1N(C(C)=O)C(=O)N2C(C)=O (configuration not stated) | -4 | -3.7%
COc1cc(C(=S)N2CCOCC2)ccc1OC(=O)Cc1ccc(F)cc1 | -1 | 3.0%
CCCCN(C(=O)c1cc(=O)[nH]c2ccccc12)c1c(N)n(CCC)c(=O)[nH]c1=O | 4 | 4.3%
Cc1ccc(-c2oc3ccccc3c(=O)c2OCC(=O)O)cc1 | -14 | 2.8%
Nc1nc2ccccc2n1CCOc1ccccc1Cl | x | -5.8%
CC(NC(N)=O)C12CC3CC(CC(C3)C1)C2 (configuration not stated) | x | 0.1%
CCSc1nnc(NC(=O)c2csc3c2CCCC3)s1 | x | 1.8%
CC(=O)c1c(C)[nH]c(C(=O)Nc2ccc3c(c2)OCCO3)c1C | -11 | 4.6%
CC(C)C(c1nnnn1Cc1ccc2c(c1)OCO2)N1CCN(c2ccccc2)CC1 (configuration not stated) | 3 | 8.8%

Compound profiles, from the list above. Order of screens: RmlCD inh 1536 | M. tuberculosis GlmU
CCSc1nnc(NC(=O)c2csc3c2CCCC3)s1 is listed as x | 1.8%
Nc1nc2ccccc2n1CCOc1ccccc1Cl is listed as x | -5.8%
CNCCCCOc1ccc(C(C)(C)C)cc1Cl is listed as 16 | -7.0%
CCCCN(C(=O)c1cc(=O)[nH]c2ccccc12)c1c(N)n(CCC)c(=O)[nH]c1=O is listed as 4 | 4.3%

The results go on:
SMILES | RmlCD inh 1536 | M. tuberculosis GlmU
Cc1nnc(-c2cccc(C(F)(F)F)c2)nc1N1CCOCC1 | 5 | -4.9%
CNC(=O)C1CC(=O)N(Cc2ccc(OC)c(OC)c2)C(=Nc2ccc(OC)cc2)S1 (configuration not stated) | x | -0.3%
CC(=O)Oc1c(C(=O)c2nnc(C)o2)c(=O)n(Cc2ccccc2)c2ccccc12 | -7 | -1.5%
Cc1ccc(-c2nc(CSCC(=O)NCCCN3CCOCC3)c(C)o2)cc1 | x | 8.1%
CCCS(=O)(=O)N1CCCC(C(=O)NCC(OC)OC)C1 (configuration not stated) | 10 | -2.6%
CN(C)/C=C(\C#N)C(=O)N/N=C/c1ccc(Cl)cc1 | 12 | -3.2%
COC(=O)C1CCN(C(=O)Cc2ccc(OC)c(OC)c2)CC1 | x | -14%
CCn1c(CSc2nc3ccccc3[nH]2)n[nH]c1=S | -6 | -0.1%
O=C(Nc1ccc(F)cc1)c1ccc(COc2ccccc2)cc1 | 6 | 4.4%
Nc1nonc1NN=C1CCCCC1 | 0 | -3.3%
Cc1ccc(Cn2nc(-c3ccccc3)nc2-c2ccccc2)cc1 | 0 | x
c1ccc(-c2nnc3sc(CN4CCC5(CC4)OCCO5)cn23)cc1 | 5 | 2.1%
O=C(CN(Cc1ccccc1F)S(=O)(=O)c1ccc(Cl)cc1)NCCC1=CCCCC1 | x | 0.5%
COc1ccc(S(=O)(=O)N2CCCCC2)cc1Br | x | -1.2%
CCOc1ccccc1NC(=O)Nc1ccccn1 | -5 | 0.5%
CCCNC(=O)c1nc(C)n(-c2ccc([N+](=O)[O-])cc2)n1 | -5 | -3.9%
O=C(C=C1CCN(c2ncc(C(F)(F)F)cc2Cl)CC1)NNC(=O)Nc1ccc(Cl)cc1 | -11 | 0.0%
CSc1nc(=S)c2[nH]c(=S)[nH]c2[nH]1 | -10 | 12%
COCCn1c(=O)[nH]c2cc(C(=O)NCCc3ccc(S(N)(=O)=O)cc3)ccc2c1=O | -8 | -2.0%
Nc1ccc(CNC(=O)OCC2c3ccccc3-c3ccccc32)cc1 | x | 6.2%
O=C(OCn1nnc2ccccc2c1=O)c1cccs1 | 20 | 4.1%
O=C(Nc1cccc([N+](=O)[O-])c1)c1ccc(-c2ccccc2)cc1 | x | -0.2%
CCOc1cc(CNCCc2ccc(S(N)(=O)=O)cc2)ccc1OCC(=O)NC1CCCCC1 | -4 | -4.5%
O=C(Nc1nnc(COc2ccc(Cl)cc2)s1)c1ccc([N+](=O)[O-])cc1 | -5 | -1.2%
Cc1cccc(Nc2n[nH]c(C)c2[N+](=O)[O-])c1 | x | -2.6%
Next structures follow:
SMILES | RmlCD inh 1536 | M. tuberculosis GlmU
O=C(c1cc(N2C(=O)C3C4CCC(C4)C3C2=O)ccc1Cl)N1CCN(c2ccccc2F)CC1 (configuration not stated) | -10 | 0.7%
Cc1ccc(OCC(=O)N2CCN(c3nnc(-c4ccccc4)c4ccccc34)CC2)cc1 | x | -1.6%
COc1ccc(OC)c(-n2nnnc2SCC(=O)O)c1 | 5 | -3.7%
CC(C)(C)c1oc(C(=O)O)cc1CN1CCOCC1 | x | -3.4%
O=C(c1ccc(-c2nnc(Nc3ccccc3)c3ccccc23)cc1)N1C[C@H]2C[C@H](C1)c1cccc(=O)n1C2 | 21 | 6.6%
CCOC(=O)c1[nH]c2ccccc2c1NC(=O)c1ccc(Br)o1 | x | -4.1%
O=C(COC(=O)c1ccccc1O)Nc1ccc(S(=O)(=O)N2CCCCC2)cc1 | 5 | -1.7%
Cc1ccc(NC(=O)c2ccc3c(c2)C(=O)N(Cc2cccnc2)C3=O)c(C)c1 | -10 | 6.6%
COc1cc(NC(=S)N2CCN(c3ccccn3)CC2)cc(OC)c1OC | x | -3.0%
COCCNC(=O)c1ccccc1NC(=O)c1ccccc1N(C)S(=O)(=O)c1ccccc1 | x | -3.3%
Cc1ccc(/C=C/C(=O)Nc2ncc(C)s2)o1 | 32 | -2.6%
O=S(=O)(c1ccccc1)c1nc(-c2cccs2)oc1NCC1CCCO1 (configuration not stated) | 7 | 10%
CCN(CC)S(=O)(=O)c1ccc(S(=O)(=O)N2CCCC2)cc1 | -8 | 6.8%
COc1ccccc1NC(=S)NC1CC2CCC1C2 (configuration not stated) | -3 | -0.4%
CN(C(=O)n1cnc2ccccc21)c1ccccc1 | x | -2.8%
O=C(COc1ccccc1)N1CCN(c2ccc([N+](=O)[O-])c(N3CCCCC3)c2)CC1 | -7 | 4.0%
CSc1ccc(/C=N/Nc2ccc(Cl)c(C(=O)O)c2)cc1 | -10 | -2.3%
CC(=O)OCC1OC(n2ncc(=O)n(Cc3ccccc3)c2=O)C(OC(C)=O)C1OC(C)=O (configuration not stated) | 70 | -1.6%
Cc1c(C(=O)NN2CCN(C)CC2)cccc1[N+](=O)[O-] | 11 | -2.6%
CN(Cc1ccccc1)C(=S)NC(=O)c1ccc(-c2ccccc2)cc1 | -8 | 1.0%

Some of the compounds tested; count on the stated rates, not on these rows.
